CCHFV vOTU inh: CCHFV vOTU protease inhibitors, primary screen, biochemical, Pep-AMC substrate, fluorescence; hit rate 0.55% among 370,000; inhibition, % at 11.5 µM; Crimean-Congo hemorrhagic fever virus L polyprotein viral ovarian tumor (vOTU) protease …; in the data active = inhibition above about 30%; also: 0% = vehicle wells with enzyme and 100% = no enzyme wells
Anthrax LF prot: Bacillus anthracis LF protease inhibitors, primary screen, biochemical, multiplex microsphere, MLPCN library; hit rate 0.12% among 360,000; inhibition, % at 10 µM; AID 588501, 2011; multiplex microsphere protease cleavage assay; also: plate controls were buffer without enzyme for full effect and enzyme alone for no effect
SSB-PriA inh: inhibitors of Klebsiella pneumoniae PriA binding to SSB C-terminal tail, primary screen, biochemical, AlphaScreen | PriA–SSB C-terminal tail interaction (Klebsiella pneumoniae) | AlphaScreen SSBct-PriA binding, biotinylated peptide | inhibition, % at 33 µM | hit rate 0.6% among 430,000 | AID 1272365, 2023; in the data active = inhibition mostly above about 37%, no sharp cut-off; inactive = mostly below about 20%;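 also: plate controls were negative control peptide for no effect and reference peptide for full effect; strong numbers were not always called active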
Rv3671c inh: Rv3671c serine protease inhibitors, primary screen, biochemical, fluorescence polarization, M. tuberculosis H37Rv. P9WHR9. inhibition, % at 5.96 µM. hit rate 0.048% among 320,000. AID 2606, 2010; in the data active = inhibition above about 38%;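 also: extracellular domain of Rv3671c used as enzyme; 0% = enzyme with DMSO and 100% = no enzyme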
Target sequence (P9WHR9 whole entry, looked up, the tested form may be a part): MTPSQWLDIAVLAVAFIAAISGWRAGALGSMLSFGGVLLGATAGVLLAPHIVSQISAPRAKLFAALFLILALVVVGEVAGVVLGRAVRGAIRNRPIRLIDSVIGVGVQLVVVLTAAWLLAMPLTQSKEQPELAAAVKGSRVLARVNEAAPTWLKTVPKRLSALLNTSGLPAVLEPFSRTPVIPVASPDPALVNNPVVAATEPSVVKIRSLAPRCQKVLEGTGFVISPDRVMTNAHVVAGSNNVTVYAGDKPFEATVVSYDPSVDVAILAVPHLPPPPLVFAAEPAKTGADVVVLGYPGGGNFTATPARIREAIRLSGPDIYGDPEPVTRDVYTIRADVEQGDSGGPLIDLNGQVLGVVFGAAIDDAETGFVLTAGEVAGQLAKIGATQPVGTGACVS
MazEF act: activators of E. coli MazEF toxin-antitoxin RNase, primary screen, biochemical, fluorescence, uHTS | activation, % at 20 µM | FAM/BHQ RNA-DNA oligo cleavage fluorescence, 5 h | hit rate 0.32% among 350,000 | Endoribonuclease toxin MazF (Escherichia coli (strain K12)), P0AE70; in the data active = activation above about 50%
Target sequence (P0AE70 whole entry, looked up): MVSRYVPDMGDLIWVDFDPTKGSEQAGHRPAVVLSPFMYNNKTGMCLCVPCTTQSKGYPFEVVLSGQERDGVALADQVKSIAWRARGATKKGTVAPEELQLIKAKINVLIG
BoNT-F LC inh: BoNT/F light chain protease inhibitors, primary screen, biochemical, flow cytometry, MLPCN library | Multiplex microsphere protease cleavage assay | inhibition, % at 10 µM | hit rate 0.22% among 360,000; in the data active = inhibition above about 35%, passing the limit was not always enough; inconclusive = no clear call, values can overlap the other calls; also: plate controls were buffer without enzyme for full effect and enzyme alone for no effect
SARS 3CLpro inh: SARS-CoV 3CLpro protease inhibitors, primary screen, biochemical, quenched FRET. hit rate 0.14% among 290,000. recombinant SARS-CoV 3CLpro, quenched FRET peptide cleavage. inhibition, % at 6 µM. Replicase polyprotein 1ab (Severe acute respiratory syndrome coronavirus), P0C6X7; in the data active = inhibition above about 12%
PrPC surface inh: inhibitors of human cell surface prion protein PrPC, primary screen, cell-based, TR-FRET; Major prion protein (Homo sapiens), P04156; TR-FRET read-out; inhibition, % at 13.8 µM; hit rate 0.43% among 370,000; AID 720596, 2013; in the data active = inhibition above about 24%; also: 0% = median of the test wells and 100% = reference compound wells
DUSP3 inh: VHR1 phosphatase inhibitors, primary screen, biochemical, absorbance, uHTS; Dual specificity protein phosphatase 3 (Homo sapiens), P51452; inhibition, % at 13.3 µM; hit rate 0.52% among 290,000; recombinant VHR phosphatase, pNPP absorbance; AID 1654, 2009; in the data active = inhibition above about 50%; also: some compounds called inactive have numbers as strong as hits
Target sequence (P51452 whole entry, looked up): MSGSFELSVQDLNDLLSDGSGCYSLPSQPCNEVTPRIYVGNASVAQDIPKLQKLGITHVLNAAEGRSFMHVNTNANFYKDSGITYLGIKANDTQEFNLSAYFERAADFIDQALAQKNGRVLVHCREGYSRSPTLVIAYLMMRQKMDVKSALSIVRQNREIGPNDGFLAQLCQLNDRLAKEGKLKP
BoNT A protease: BoNT/A light chain protease inhibitors, primary screen, biochemical, flow cytometry, MLPCN library; Botulinum neurotoxin type A light chain protease (Clostridium botulinum A str. ATCC 3502); multiplex microsphere protease substrate cleavage; inhibition, % at 10 µM; hit rate 0.17% among 360,000; AID 588499, 2011; also: plate controls were buffer without enzyme for full effect and enzyme alone for no effect
The depositor's hits bear a star; ? = inconclusive; . = no result given; & = joins results of further samples. Rule as the data show it, unless noted: active = inhibition above about 30%; inconclusive = no clear call, values can overlap the other calls; inactive = below that. A portion of the library; the hit share may differ from the screen's.

SMILES	CCHFV vOTU inh	Anthrax LF prot	SSB-PriA inh	Rv3671c inh	MazEF act	BoNT-F LC inh	SARS 3CLpro inh	PrPC surface inh	DUSP3 inh	BoNT A protease
CCOC(=O)C1=C(C)NC(C)=C(C(=O)OCC)C1C(=O)OCC(=O)NC(C)C	-16&2	-2&-7	2	-1	-1&1	?	2	-3&-7	-2	0.6&0.7
CC(=O)Nc1cc(-c2ccc(S(C)(=O)=O)cc2)cn2c(-c3ccc(F)cc3)cnc12	-2	-2	.	.	.	0	.	-7	.	0.3
Cc1ccc2c(c1)N(CC(=O)N1CCC(C)CC1)C(=O)c1cccnc1O2	17	1	4	11	-5	1	0	-4	46	0.1
CCOC(=O)c1sc2ncnc(OC)c2c1C	-3	1	-27	-8	-4	-1	1	0	-20	0.9
COc1ccc(N(CC(=O)NCCSc2ccc(C)cc2)S(=O)(=O)c2ccccc2)c(OC)c1	10	4	0	-6	-13	-12	3	-1	20	-1.2
COc1ccccc1N1CCN(C(=O)c2cc(-c3cccc(Cl)c3)on2)CC1	-12	-6	0	3	-5	-16	-1	3	7	-2.7
CC1(C)CC(=O)C=C(c2ccc(COC(=O)C(c3ccccc3)c3ccccc3)cc2)C1=O	11	-2	.	.	-1	-5	.	3	.	0.4
O=CNc1ccc2c(c1)Cc1cccc(NC=O)c1-2	-22	4	1	.	6	-9	.	9	.	0.0
Cc1ccc(-c2nc3cccnc3s2)cc1NS(=O)(=O)c1cccs1	0	7	-11	-8	10	0	-1	-3	16	-0.4
Cc1ccc(S(=O)(=O)C(C)C(=O)c2ccc3c(c2)OCCO3)cc1 (configuration not stated)	17	-2	-8	1	6	-4	-1	0	20	0.0
O=C(O)c1ccc(-c2ncc[nH]2)cc1	-18	-4	-9&-4	-8	11	-4	5	-4	9	-0.2
Cc1cccc(Nc2nc(NCc3ccco3)nc(N3CCOCC3)n2)c1	2	-12	13	-12	7	5	1	10	-9	-4.4
Nc1ccn(CCCN2CCN(C(=O)C3CC3)CC2)c(=O)n1	8	2	.	.	4	-6	.	5	.	-0.4
COc1ccc(Oc2coc3c(CN4CCOCC4)c(O)ccc3c2=O)cc1	-18	0	2	-3	2	9	-3	-5	24	-0.8
COc1cc(S(=O)(=O)NC2CCCCC2C)ccc1F (configuration not stated)	11	-2	-5	-4	0	-9	3	-5	2	0.1
Cc1ccccc1C(C(=O)NCc1ccco1)N(CC1CCCO1)C(=O)Cn1nnc2ccccc21 (configuration not stated)	12	2	3	5	1	-4	6	8	-21	-0.4
C=CCn1cc(-c2cccc(C(F)(F)F)c2)cc(C#N)c1=O	-40	-8	-1	-4	8	7	-3	2	2	0.4
O=[N+]([O-])c1ccc(NC(=S)N2CCN(S(=O)(=O)c3ccccc3)CC2)cc1	1	-1	13	.	3	2	0	0	23	-1.6
Cc1cnc(C(=O)N2CCCC(N3CCN(c4cccc(C(F)(F)F)c4)CC3)C2)cn1 (configuration not stated)	6	11	-6	10	-1	9	0	6	24	0.0
Cc1nc(=O)c(-c2ccccc2)c(C)n1CCCCCC(=O)O	1	-12	3	3	6	-4	3	4	8	-0.5
CCC(=O)Nc1cccc2c1C(=O)N(C)C2=O	-22	-2	-7	3	3	1	0	-8	-27	1.1
Cc1cc(C)nc(NCc2ccc(Cl)cc2)n1	-6	.	-1	5	3	.	0	2	11	.
CCc1cc2c(=O)[nH]c(COC)nc2s1	6	-2	-3	12	3	-9	6	7	-2	-0.6
O=c1[nH]c(=O)n2c(c1-c1ccccc1)OC(CBr)C2 (configuration not stated)	-5	1	.	.	8	3	.	-6	.	-0.5
CC(NC(=O)COC(=O)c1ccc(N(C)C)cc1)c1ccccc1 (configuration not stated)	17	0	2	-3	9	-6	-1	-3	20	-0.7
Going on with the list:
SMILES	CCHFV vOTU inh	Anthrax LF prot	SSB-PriA inh	Rv3671c inh	MazEF act	BoNT-F LC inh	SARS 3CLpro inh	PrPC surface inh	DUSP3 inh	BoNT A protease
CC(C)C[C@H]1CN([C@@H](Cc2ccccc2)CN2CCC[C@H]2CN2C(=O)C(=O)NC[C@@H]2Cc2ccccc2)C(=O)C(=O)N1CCc1ccccc1	-7	-1	.	.	.	-10	.	-5	.	0.6
CCc1nnc(NC(=O)CSc2nnc3c4ccccc4n(C)c3n2)s1	0	-4	-6	5	1	4	-1	-1	15	0.0
CCOC(=O)C(NC(=O)NC1CCCCC1)(c1ccccc1)C(F)(F)F (configuration not stated)	-5	-1	-5	-4	0	3	-3	4	19	0.5
COC(=O)N1CCCCC1c1cc(C(=O)NCc2ccccc2)no1 (configuration not stated)	6	-6	.	.	.	1	.	2	.	-0.2
O=C(COC(=O)/C=C/c1cccc(Br)c1)NC1CCCC1	14	7	6	6	-31	-2	.	4	.	-0.2
CCOP(=O)(c1ccccc1)c1nc(-c2ccccc2Cl)oc1N1CCCCC1 (configuration not stated)	8	-13	3	5	0	-3	-5	-1	-18	-1.3
O=c1[nH]c(=S)n(-c2ccccc2F)c(O)c1C=NCc1ccco1	0	-6	-9	-4	2	7	5	5	5	1.5
CCc1noc(C)c1C(=O)N1CCCC(C(=O)c2ccc(OC)c(F)c2)C1 (configuration not stated)	-2	-1	-11	-2	2	3	1	1	0	-0.3
CCn1c(SCc2ccc(Cl)cc2)nnc1-c1ccccc1	13	1	-13	5	-15	3	0	5	13	0.3
COc1ccc2c(c1OC)C(=O)N(c1ccc(C)c(C)c1)C2=O	-8	-2	-19	-3	8	3	1	-5	-14	0.3
CN(Cc1cccs1)C(=O)/C=C/c1ccccc1[N+](=O)[O-]	1	-2	9	-1	-2	0	1	-3	23	0.9
O=C(O)c1cc(-c2ccc3ccccc3n2)nc2ccccc12	5	1	-21	-5	1	-8	-1	3	-5	-2.9
Cc1noc(C)c1COc1ccc(C(=O)N2CCN(c3ccccc3O)CC2)cc1	3	5	-1	-10	-15	7	.	1	.	-1.0
Fc1ccc(-c2csc(/C=C/c3ccc4c(c3)OCO4)n2)cc1	3	-2	-36	4	2	-6	5	-6	33	-1.0
CC1(C(=O)NS(=O)(=O)c2ccc(C#N)cc2)CCN1C(=O)c1ccc(C2CCCCC2)cc1 (configuration not stated)	2	2	.	.	.	1	.	-10	.	-0.3
CC1NC(=O)c2cccnc2-n2c1nc1ccccc1c2=O (configuration not stated)	0	2	.	.	10	-1	.	0	.	0.2
CC(C)(C(=O)O)n1cncn1	-9	-4	-15	-6	1	1	3	7	18	-0.7
COc1ccc(Br)c2c1C(=O)CC2	8	2	-4	7	9	0	0	5	16	0.4
Cn1ccnc1Sc1ccc(/C=N/NC(=O)c2ccccc2[N+](=O)[O-])cc1[N+](=O)[O-]	0	-4	.	-2	5	5	4	-12	25	0.8
Cn1ccnc1C(=O)C1CCCN(Cc2cn[nH]c2-c2ccc(-c3ccccc3)cc2)C1 (configuration not stated)	9	0	1	-4	8	-6	-3	-15	40	-0.7
CC(=O)N1CCCc2cc(S(=O)(=O)N3CCN(C4CCCCC4)CC3)ccc21	8	0	5	3	-3	-4	4	-11	6	0.2
O=C(O)C(Cc1c[nH]c2ccccc12)N1C(=O)C2C3c4ccccc4C(c4ccccc43)C2C1=O (configuration not stated)	-7	-3	-12	-3	-4	-5	3	5	31	0.4
CC1(C)CC(=O)C2=C(C1)OC(N)=C(C#N)C2c1cn(-c2ccccc2)nc1-c1ccc(F)cc1 (configuration not stated)	20	-1	-6	-4	23	6	1	13	13	0.8
CC1=C(C(=O)O)CC(S(=O)(=O)O)C1(C)C (configuration not stated)	9	0	-15	.	-1	-17	.	1	.	-0.9
COc1ccc(CCN2CCCn3c2nc2c3c(=O)n(C)c(=O)n2C)cc1OC	-12	4	-17	.	-3	-22	3	6	-35	-4.3
(cont.)
SMILES	CCHFV vOTU inh	Anthrax LF prot	SSB-PriA inh	Rv3671c inh	MazEF act	BoNT-F LC inh	SARS 3CLpro inh	PrPC surface inh	DUSP3 inh	BoNT A protease
COc1ccccc1N(C)S(=O)(=O)c1ccc(Cl)c(C(=O)OCc2c(C)noc2C)c1	-5	3	-24	-2	-8	-3	3	8	-4	0.9
Cc1cc(C)nc(Nc2nc(C(N)Cc3ccc(Cl)cc3)cs2)n1 (configuration not stated)	-12	-5	.	.	.	-19	.	0	.	0.1
CC[C@@]1(C(=O)OC)N[C@H](CN(C)C(=O)C2CCCCC2)[C@@H]2C(=O)N(C)C(=O)[C@@H]21	2	-3	-3	9	4	-10	.	0	.	-0.9
O=C(O)C[C@H]1c2ccc(C(F)(F)F)cc2S(=O)(=O)N1Cc1ccccc1	8	4	0	-2	2	4	.	1	.	0.1
Cc1nn(Cc2ccccc2Cl)c(C)c1C(=O)NC1=NCCS1	5	1	-14	3	8	0	2	1	15	0.1
O=C(C1CC1)N1CCN(C(c2ccccc2)c2ccccc2)CC1	-2	1	-13	-6	-1	-4	8	9	35	0.1
Cc1cc(C)cc(NC(=S)N2C3CCCC2CC(NC(=O)C2CC2)C3)c1 (configuration not stated)	13	-8	-6	6	7	-31	-1	-2	30	-2.8
Cc1ccc(NC(=O)COc2coc(CN3CCc4ccccc4C3)cc2=O)cc1Cl	-2	.	-5	5	-28	.	.	-3	.	.
CCC(=O)NCc1c(C)c(C)n(Cc2ccccc2)c1-n1cccc1	-6	-9	-6	-2	-2	-3	0	-3	13	-0.2
CCOC(=O)N1CCN(C(=O)CN(c2cccc(C(F)(F)F)c2)S(=O)(=O)c2ccccc2)CC1	7	-1	5	1	-3	0	5	-3	10	0.6
CC(C)Oc1ccc(OCCCN2CCCCCC2)cc1	-6	-2	14	6	5	-5	1	2	19	1.3
CCOC(=O)CCNC(=O)N1CCCC(C(=O)c2cc(C)c(OC)c(C)c2)C1 (configuration not stated)	7	-2	-9	0	12	-12	-3	-8	16	-0.1
CC(C)Nc1nc2n(c(=O)n1)CCN2C(C)C	-3	4	2	2	1	6	-6	8	11	1.4
C[C@@]12CC(=O)NC1N(C(=O)c1ccccc1)C(c1ccccc1OC(=O)c1ccccc1)C2 (some centres not stated)	5	0	-16	6	0	7	-4	-1	16	-0.8
COc1ccc(CN2CCNC(=O)C2CC(=O)NCCCn2cccn2)cc1C (configuration not stated)	9	3	13	0	-3	-9	2	-7	6	-1.5
COc1ccc(Cl)cc1N1C(=O)CN(Cc2cc(OC)c(OC)c(OC)c2)C1=S	-10	-9	-14	-5	-1	17	1	-4	-5	-1.9
COc1ccc(C(CNC(=O)C2CC2)N(C)C)cc1 (configuration not stated)	3	-2	-16	-6	9	2	-4	-3	43	-0.8
CCSc1nc(O)cc(=O)[nH]1	-11	-12	24	4	3	-24	1	6	11	0.3
COc1cc2c(cc1OC)C(C)N(C(C)=O)CC2 (configuration not stated)	9	2	-6	-6	2	-5	-7	-3	22	-0.1

Compound activity deposited in PubChem by several laboratories.
